# HT1080 viability = HT1080 cell viability loss – fluorescence readout (AID 620) | HT1080 viability, fluorescence; higher % means a stronger effect | 0.42% of 87,000 active | one-dose cytotoxicity, % at 10 µM; EC50 in µM for titrated hits; in the data active = cytotoxicity above about 50%;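 also: cells exposed to compound overnight then 4 h with Alamar Blue; 0% = vehicle DMSO and 100% = killing control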
# Starred values were filed as active, the others as inactive. This is a subset. The share of hits here may be higher or lower than overall.
SMILES,HT1080 viability
CC1=C(C#N)c2nc(N)c(C#N)c(C)c2/C1=C\c1ccc(C)cc1,-6.9%
COc1ccc(C2=NN(C)C(=NCc3ccccc3)SC2)cc1,17.6%
CCC1=C2CC[C@H]3C(=O)N(c4ccccc4)C(=O)[C@H]3[C@H]2[C@@]2(C)C(=NCC3CC3)OC(=O)N2C1=O,-5.5%
CCNc1nc(NC(C)C)nc(Oc2ccc(OCc3ccccc3)nn2)n1,6.9%
CCCC(=O)NCCc1ccc(F)cc1,-2.8%
Cc1ccc2nc(SCC(=O)Nc3ccc4c(c3)OCCO4)[nH]c2c1,-8.9%
CC1CCN(S(=O)(=O)c2cccc(C(=O)O)c2)CC1,13.2%
CCCCNC(=O)CSc1nc2ccccc2c(=O)n1Cc1ccc2c(c1)OCO2,16.6%
CC(C)(C)n1[nH]c2c3c(ccc2c1=O)C(=O)c1ccccc1C3=O,-31.8%
Cc1ccc(NC(=O)CSc2nc3ccccc3c(=O)n2CCCN2CCCCC2)cc1C,27.8%
CC(Sc1nc(-c2ccccc2)cc(C(F)(F)F)n1)C(=O)NCc1ccco1 (centres undefined),2.2%
CCOC(=O)C1=NNC2C(=O)N(C3CCCCC3)C(=O)C12 (centres undefined),-5.8%
COc1ccc(OC)c(S(=O)(=O)Nc2ccc(F)cc2)c1,-4.4%
COc1ccc(CN(C(=O)c2cnccn2)C(C(=O)Nc2ccc(F)cc2)c2ccccc2)cc1 (centres undefined),12.1%
CCOC(=O)c1ccc(NC(=O)CCn2nnc3ccccc32)cc1,-4.0%
CC12CN(S(=O)(=O)c3ccccc3)CC(C)(CN(S(=O)(=O)c3ccccc3)C1)C2,-3.9%
CC(=O)OC(C(=O)NC1CCCCC1)c1cccc(C)c1 (centres undefined),15.5%
CCC1(C)Cc2c(sc3nc(SC)nc(N)c23)CO1 (centres undefined),-12.0%
COc1cccc(NC(=O)CSc2nnc(Cc3cccs3)n2-c2ccc(C)cc2)c1,-3.4%
O=C(Nc1ccc(S(=O)(=O)NC2CCCCC2)cc1)c1ccco1,4.7%
COc1cccc(N=c2oc3c(C)ncc(CO)c3cc2C(N)=O)c1,8.6%
COC(=O)c1cc(C)nc(N)c1C#N,-3.9%
COc1ccc(C(C(=O)NC2CCCCC2)N(C(=O)c2ccco2)c2ccc(-n3cnnn3)c(C)c2)cc1 (centres undefined),1.1%
CCc1ccc(N=c2c([N+](=O)[O-])nn(-c3ccccc3)n2O)cc1,-6.7%
CCOc1ccc2nc(NC(=O)CSc3ccccc3)sc2c1,-3.6%

# More structures:
SMILES,HT1080 viability
CNC(=O)c1ccccc1NC(=O)c1ccco1,-9.6%
CCOC(=O)C1=C(C)n2c(s/c(=C/c3cccc([N+](=O)[O-])c3)c2=O)=NC1c1ccc(O)c(OC)c1 (centres undefined),6.4%
O=C(Cc1ccccc1)NC1CCN(S(=O)(=O)c2ccc(C(=O)O)cc2)CC1,-2.6%
Cc1cc(C)c(C)c(OCC(=O)N2CCOCC2)c1,10.7%
NC(=O)c1c(NC(NC(=O)c2ccco2)C(=O)c2ccc(Cl)cc2)sc2c1CCCC2 (centres undefined),6.0%
CCC1(CC)N([O-])C(C)=C(c2ccccc2)[N+]1=O,-7.2%
O=S(=O)(c1ccc(Cl)cc1)N1c2ccccc2Oc2nc3ccccc3nc21,3.8%
O=C(NC(=S)NC1CCCCCCCCCCC1)c1cccnc1,-5.0%
CC(C)COC(=O)CNc1n[nH]c(=S)[nH]c1=O,-3.4%
CCSc1n[nH]c2nc3c(c(=O)n12)C1(CCCC1)Cc1ccccc1-3,-6.1%
NC(=O)c1ccc([N+](=O)[O-])cc1SCc1ccccc1,-10.9%
COc1ccc(C2C(C(=O)Nc3ccc4c(c3)OCCO4)c3ccccc3C(=O)N2C)cc1 (centres undefined),-8.6%
Clc1ccc(-c2onc3c2CCCC3)cc1,-2.4%
Cc1scc(C(=O)N/N=C/c2ccco2)c1C,-14.4%
C=CCn1c(-c2ccc(S(=O)(=O)N3CCOCC3)cc2)csc1=Nc1ccccc1,-14.7%
COc1ccc(OC)c(C2=NOC(C(=O)Nc3ccccc3SC)C2)c1 (centres undefined),24.6%
CCOc1ccccc1NC(=O)Nc1c(C)n(-c2ccccc2)c(=O)n1C,12.3%
Cc1nc2c(C)cccn2c1/C(O)=C1\C(=O)C(=O)N(CCN2CCOCC2)C1c1cccs1 (centres undefined),12.9%
Cc1c(C(=O)N2CCCCC2)sc(NC(=O)C23CC4CC(CC(C4)C2)C3)c1C#N,0.6%
Cc1ccc2c(c1)cc(CN(Cc1cccnc1)C(=O)NCc1ccccc1)c1nnnn12,15.2%
Cc1ccc(OC(=O)c2ccc(Br)o2)cc1,-10.0%
COC(=O)CSc1cc(C)nc(SC)n1,-7.3%
CCC(C)(C)n1nnnc1C(c1ccc(C)cc1)N1CCN(Cc2ccc3c(c2)OCO3)CC1 (centres undefined),-8.1%
O=C(c1ccc(-c2ccccc2)cc1)c1ccccc1C(=O)N1CCOCC1,4.2%
COc1ccc(CN(Cc2ccco2)S(=O)(=O)c2ccc(S(=O)(=O)N3CCCC3)cc2)cc1,-2.6%

# More entries
SMILES,HT1080 viability
O=C(OCc1cccc2ccccc12)C1CC(=O)N(c2ccccc2)C1 (centres undefined),-1.4%
COc1cccc(C2NC(c3cccc(OC)c3O)C(C)C(=O)C2C)c1O (centres undefined),-27.5%
CCc1ccc(C(=O)c2oc3nc(C)cc(C)c3c2N)cc1,-14.1%
CCCCOc1ccc(C(=O)N2CC(C)OC(C)C2)cc1 (centres undefined),-6.4%
O=C(CN(CC1CCCO1)C(=O)CCC(=O)Nc1ccccn1)NCc1ccccc1 (centres undefined),3.7%
O=C(c1ccco1)N1CCN(C(=O)C2CC(c3ccc(Cl)cc3)=NO2)CC1 (centres undefined),-13.8%
CCCCc1ccc(-c2ccc(Br)cc2O)nc1,-8.1%
CC1(C(=O)O)C=CC2(CCCCC2)N1C(=O)c1ccccc1 (centres undefined),-21.8%
CCN1C=CC2=C(C#N)C(N)C(C#N)(C#N)C(c3ccccc3C(F)(F)F)C2C1 (centres undefined),0.8%
O=C(CNS(=O)(=O)c1ccc(F)cc1)Nc1ccc(C(F)(F)F)cc1,-8.2%
CC1(C)CC(=O)C(C=NCCN2CCN(CC(=O)Nc3ccccc3)CC2)=C(O)C1,-11.2%
CCN1CCC(C(N)=O)CC1,-5.9%
Cc1ccc(CNc2nc(N)c([N+](=O)[O-])c(Nc3ccc(F)cc3)n2)cc1,-5.2%
Cc1ccc(CCC2C3=C(CCCC3=O)OC3=C2C(=O)CCC3)cc1,14.9%
Cc1cc(N2C(=O)C3CC=CCC3C2=O)no1 (centres undefined),6.2%
COC(=O)c1c(C)nn(-c2ccccc2)c1-n1cccc1,-2.1%
c1ccc(-c2nc3c(ccc4ccccc43)[nH]2)nc1,7.2%
CC(=O)c1ccc(Nc2nc(NCCO)nc(OC(C(F)(F)F)C(F)(F)F)n2)cc1,6.7%
CC12CCC(C(=O)Nc3ccccc3)(C/C1=N\O)C2(C)C (centres undefined),-15.6%
COc1cccc(-c2nc3ccccc3c(=O)o2)c1,-10.5%
CCOc1ccc2nc3c(cc2c1)CN(CCOC)C(=NC)S3,3.0%
O=C(Nc1cc(Cl)cc(Cl)c1)c1cnn2cccnc12,4.2%
CCOc1ccc(NC(=O)CSc2nnc(C34CC5CC(CC(C5)C3)C4)n2C)cc1,-11.1%
COC(=O)[C@@]1(Cc2ccc(OC)cc2)[C@H]2c3cc(C(=O)N(C)C)n(Cc4ccc(C)c(F)c4F)c3C[C@H]2CN1C(=O)c1ccccc1,-7.1%
O=C(N/N=C/c1cccc(Oc2ccc([N+](=O)[O-])cc2[N+](=O)[O-])c1)c1cncc(Br)c1,-2.0%

# Remaining list, next part:
SMILES,HT1080 viability
CC1CCc2c(C(=O)Nc3nccs3)csc2C1 (centres undefined),-1.6%
COC(=O)c1cc(NC(=O)Cc2ccc(OC)c(OC)c2)cc(C(=O)OC)c1,-11.9%
Cc1cccc(N2CCN(C(=O)Cn3c(=O)[nH]c4ccsc4c3=O)CC2C)c1 (centres undefined),-2.0%
O=C(COC(=O)c1ccccc1NC(=O)c1ccco1)NC1CCCCC1,27.5%
CCn1nnnc1SCC(=O)Nc1ccc(OC)cc1,-7.0%
CCCCCNC(=O)CCc1ccccc1,-13.0%
CCOC(=O)CSc1nnc(Cc2ccccc2)n1-c1cccc(Cl)c1,-14.8%
CCCC1(C(=O)OCC)NC(c2ccc(OC)cc2OC)C2C(=O)N(c3ccccc3)C(=O)C21 (centres undefined),-7.0%
O=C(Nc1ccc(-c2nc3ccccc3o2)cc1)c1ccc(N2C(=O)C3C4C=CC(C4)C3C2=O)cc1 (centres undefined),13.7%
O=c1cnn(-c2ccc(Cl)cc2Cl)c(-c2ccccc2)c1,-5.9%
CCOc1cc(-c2cc(-c3ccc(OC)cc3)nc(N)c2C#N)ccc1O,-12.7%
COc1ccccc1OCC(=O)Nc1ccccc1C(=O)NCc1ccco1,2.7%
COc1ccc(C(=O)CSc2nncn2C)cc1,10.1%
CCNC(=O)C(=O)NCCc1ccc(Cl)cc1,9.8%
COc1cc(S(=O)(=O)N2CCCCC2)ccc1NC(=O)c1ccccc1Cl,3.6%
CCOC(=O)c1nnn(-c2ccccc2)c1C,0.7%
Cc1ccc(CS(=O)(=O)CCC(=O)NC2CC2)cc1,22.2%
CC(=O)N1CC=CC1(CC(C)C)C(=O)NCC1CC1 (centres undefined),-9.1%
O=C(CCCO)c1ccc2c(c1)OCCO2,-17.2%
Cc1onc(-c2ccccc2Cl)c1C(=O)Nc1ccccc1,6.8%
COC(=O)Cc1c(C)c2ccc(O)c(CN3CCCC(C)C3)c2oc1=O (centres undefined),27.0%
O=C(CSc1nc2ccccc2[nH]1)Nc1ccccc1F,2.4%
CCCC[C@@H]1C[C@H]1C(NC(=O)c1cccs1)c1ccc(-c2ccccc2)cc1 (some centres undefined),-28.8%
CCCOc1ccc(C2=NNC(c3cccs3)=Nc3ccc(OC)cc32)cc1,-4.7%
O=C1C2=C(NC(=S)NC2c2ccc(Cl)cc2)NC(c2ccc(Cl)cc2)N1c1ccc(Cl)cc1 (centres undefined),-5.9%

# Further structures:
SMILES,HT1080 viability
COC(=O)C1=C(COc2ccccc2)NC(=O)NC1c1ccc2ccccc2c1 (centres undefined),-5.7%
O=C(COC(=O)[C@H](Cc1c[nH]c2ccccc12)NC(=O)c1ccc(Cl)cc1)Nc1ccc2c(c1)OCO2,-5.3%
COc1ccc(NC(=O)C2CCN(c3nnnn3-c3ccccc3)CC2)cc1,-23.7%
Cc1ccc(-c2csc(SCC(=O)Nc3cc(C)on3)n2)cc1,-5.3%
Cc1ccc(-n2c(CCC(=O)O)ccc2-c2cccs2)cc1C,-1.6%
COc1ccc(/C=N/NC(=O)Nc2nonc2N)cc1,-4.6%
COc1ccc(NC(=S)NC(NC(=O)c2ccc(Cl)cc2Cl)C(Cl)(Cl)Cl)c([N+](=O)[O-])c1 (centres undefined),10.2%
N#Cc1cc2c(=O)n3ccccc3nc2n(CC2CCCO2)c1=N (centres undefined),3.5%
N/C(=N\OC(=O)c1cccc(Cl)c1)c1cccnc1,7.4%
CC(C)=C1SC(N2CCN(c3ccc(C)cc3)CC2)=NC1=O,-7.2%
CC(C)NCC(=O)NC12CC3CC(CC(C3)C1)C2,1.6%
O=C(NCc1ccccc1)C(c1ccc(F)cc1)N(Cc1ccc2c(c1)OCO2)C(=O)Cn1nnc(-c2cccs2)n1 (centres undefined),-4.5%
COC(=O)c1[nH]c2cccc(OC)c2c1NC(=O)CN1CC(C)OC(C)C1 (centres undefined),-16.7%
Cc1ccc(NC(=O)Cc2nnc(SCC(=O)c3ccc(Br)cc3)n2C)cc1Cl,2.7%
CCOc1cc(C(c2c(C)[nH][nH]c2=O)c2c(C)[nH][nH]c2=O)ccc1OS(=O)(=O)c1ccc(C)cc1,-4.6%
O=C(Nc1ccc2nc(-c3ccc4nc[nH]c4c3)[nH]c2c1)c1cccs1,5.6%
O=C(NCc1nc2ccccc2[nH]1)c1cccc(S(=O)(=O)N2CCCC2)c1,-7.7%
CCOc1ccc(C(C)(C)C)cc1S(=O)(=O)n1nc(C)cc1C,0.9%
COc1ccc(CN2CCn3ncc(C(=O)Nc4cccc(C)c4)c3C2=O)cc1,-1.4%
Cc1cnc(C(=O)Nc2ccc(F)cc2)cn1,-11.7%
COC(=O)c1sc(NC(=O)CC(C)C)c(C(=O)OC)c1C,-10.2%
COc1cccc(NC(=O)c2ccc(NC(C)=O)cc2)c1,8.5%
Fc1ccc(C2NCCn3cccc32)cc1 (centres undefined),-6.4%
COc1ccccc1CN1CCN(S(=O)(=O)c2ccccc2)CC1,2.3%

# Structural class, the entries above containing a thiophene ring, fused or not.
SMILES,HT1080 viability
CCC1(C)Cc2c(sc3nc(SC)nc(N)c23)CO1 (centres undefined),-12.0%
COc1cccc(NC(=O)CSc2nnc(Cc3cccs3)n2-c2ccc(C)cc2)c1,-3.4%
NC(=O)c1c(NC(NC(=O)c2ccco2)C(=O)c2ccc(Cl)cc2)sc2c1CCCC2 (centres undefined),6.0%
Cc1scc(C(=O)N/N=C/c2ccco2)c1C,-14.4%
Cc1nc2c(C)cccn2c1/C(O)=C1\C(=O)C(=O)N(CCN2CCOCC2)C1c1cccs1 (centres undefined),12.9%
Cc1c(C(=O)N2CCCCC2)sc(NC(=O)C23CC4CC(CC(C4)C2)C3)c1C#N,0.6%
CC1CCc2c(C(=O)Nc3nccs3)csc2C1 (centres undefined),-1.6%
Cc1cccc(N2CCN(C(=O)Cn3c(=O)[nH]c4ccsc4c3=O)CC2C)c1 (centres undefined),-2.0%
CCCC[C@@H]1C[C@H]1C(NC(=O)c1cccs1)c1ccc(-c2ccccc2)cc1 (some centres undefined),-28.8%
CCCOc1ccc(C2=NNC(c3cccs3)=Nc3ccc(OC)cc32)cc1,-4.7%
Cc1ccc(-n2c(CCC(=O)O)ccc2-c2cccs2)cc1C,-1.6%
O=C(NCc1ccccc1)C(c1ccc(F)cc1)N(Cc1ccc2c(c1)OCO2)C(=O)Cn1nnc(-c2cccs2)n1 (centres undefined),-4.5%
O=C(Nc1ccc2nc(-c3ccc4nc[nH]c4c3)[nH]c2c1)c1cccs1,5.6%
COC(=O)c1sc(NC(=O)CC(C)C)c(C(=O)OC)c1C,-10.2%

# Compound activity deposited in PubChem BioAssay by Sanford-Burnham Center for Chemical Genomics.
